Kir21 block: inhibitors of mouse Kir2.1 inward-rectifier potassium channel | B-score at 10 µM | 310,000 tested, 0.85% active | P35561 | AID 1672 | HEK293-Kir2.1, FluxOR thallium flux fluorescence; active compounds read low;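 active means fluorescence ratio B-score at or below minus 3 SD of library scores, with starting-brightness B-score within 2 SD, cut at about -4.2 in these data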;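 further: channel flux triggered by added potassium and thallium sulfate stimulus; B-score of peak minus minimum fluorescence over baseline after thallium stimulus; more negative B-score means stronger Kir2.1 block with less thallium influx; some compounds called inactive have numbers as strong as hits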
Target sequence (P35561 whole entry, looked up): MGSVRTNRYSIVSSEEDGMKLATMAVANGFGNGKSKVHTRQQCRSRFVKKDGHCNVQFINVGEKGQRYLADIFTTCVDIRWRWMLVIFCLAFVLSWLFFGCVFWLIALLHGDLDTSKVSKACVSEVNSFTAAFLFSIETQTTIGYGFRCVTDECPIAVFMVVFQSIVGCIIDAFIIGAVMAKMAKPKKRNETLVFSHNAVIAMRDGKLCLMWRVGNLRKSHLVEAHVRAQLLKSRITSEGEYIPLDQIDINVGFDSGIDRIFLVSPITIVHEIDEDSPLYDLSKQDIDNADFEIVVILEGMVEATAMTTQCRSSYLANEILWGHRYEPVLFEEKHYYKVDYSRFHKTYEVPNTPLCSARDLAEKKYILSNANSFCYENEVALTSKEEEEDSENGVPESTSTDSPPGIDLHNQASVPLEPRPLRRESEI
KCNQ2 inh: KCNQ2 potassium channel inhibitors, primary screen, cell-based, CHO-K1, FluxOR thallium flux, B-score (AID 2156) | 20 min; active compounds read low | B-score at 10 µM | 310,000 tested, 1.1% active | O88943;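 active means fluorescence ratio B-score at most minus 3 library SDs, with starting brightness B-score within 2 library SDs, cut at about -5.5 in these data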
* marks the source's active call; other numbers are inactive results; i = inactive. Not a hit list; about 1.8% have a hit in one of these screens.

canonical_smiles | Kir21 block | KCNQ2 inh
CN(CC(=O)NCCc1ccc(S(N)(=O)=O)cc1)S(=O)(=O)c1cccc2nsnc12 | 0.28 | i
CCCN1C(=O)C(NS(=O)(=O)c2ccc(N)cc2)(C(F)(F)F)C(C(=O)OC)=C1C (stereo unspecified) | 2.02 | i
Cc1ccc(N(CC(=O)O)S(=O)(=O)c2cccc3nonc23)cc1 | 1.33 | i
O=C(CCn1c2c(c3ccccc31)CCCC2)NNC(=O)c1ccc(Cl)c([N+](=O)[O-])c1 | -1.6 | i
Cc1ccc(NC(=O)c2ccccc2O)cc1 | 0.57 | i
C[N+](C)(C)CC(O)CC(=O)O (stereo unspecified) | -0.03 | i
Cc1cc(S(=O)(=O)NCc2ccccc2)ccc1OCC(=O)N1CCCC1 | 0.98 | i
COc1cc(C(=O)OCC(=O)NC2CCCC2)cc(NC(=O)c2ccco2)c1OC | 0.33 | i
CN(C)/C=N/C(=S)Nc1ccc(Cl)cc1 | -0.88 | i
CCOC(=O)N1CCN(C(=O)CCSc2ccccc2)CC1 | 0 | i
COc1ccc(C(=O)Nc2cc(C)c3c(=O)oc4ccccc4c3n2)cc1 | 1.9 | i
C[C@@]12CCC=C[C@H]1[C@H](c1ccoc1)N(Cc1ccccc1)C2=O | -1.02 | i
CCC(C)c1ccccc1NC(=O)c1cc2cccc([N+](=O)[O-])c2[nH]1 (stereo unspecified) | 0.77 | i
CC(=O)NS(=O)(=O)c1cccnc1Nc1ccc(Cl)cc1 | 1.88 | i
O=C(CSc1nc2ccccc2s1)N1CCOCC1 | -0.25 | i
O=C(NCc1ccco1)C1CCN(S(=O)(=O)N2CCOCC2)CC1 | -2.1 | i
COc1cccc(CNC(=O)COC(=O)C2CC3CCCC(C2)C3=O)c1 (stereo unspecified) | -0.82 | i
Cc1ccc(S(=O)(=O)N2CCC(C(=O)NC3CCCC3)CC2)cc1Cl | 1.73 | i
O=C(Nc1ccccc1Cl)Nc1cccnc1Cl | 0.43 | i
CC(=O)Nc1nonc1NC(=O)CSC1=NCCS1 | 2.43 | i
O=C(Nc1ccc(S(=O)(=O)NCc2ccccc2)cc1)c1ccc(Br)o1 | -1.2 | i
CCCC1OC2CC3C4CCC5=CC(=O)C=CC5(C)C4C(O)CC3(C)C2(C(=O)O)O1 (stereo unspecified) | 1.69 | i
CC(C)=CCN1CCN(CC#Cc2ccccc2)CC1CCO (stereo unspecified) | 0.74 | i
CCCCCn1c(=O)[nH]c2cc(C(=O)NCCc3ccc(OC)c(OC)c3)ccc2c1=O | -1.21 | i
O=C(CCCn1c(=S)[nH]c2cc3c(cc2c1=O)OCO3)N1CCN(c2ccccc2F)CC1 | 0.41 | i
CC(C)(C)C1CCc2onc(C(=O)Nc3ccc4c(c3)OCO4)c2C1 (stereo unspecified) | -3.21 | i
CCOC(=O)c1c(Cl)c(C)nn1-c1nc(OC)cc(OC)n1 | -0.48 | i
Nc1nonc1-n1nnc(C(=O)N/N=C/c2cccc(F)c2)c1-c1ccccc1 | -1.18 | i
CCCn1cnc2scc(-c3ccc(OC)cc3)c2c1=O | -0.11 | i
COc1cc(/C=C/C(=O)OCC(=O)NCCN2C(=O)CSC2=O)ccc1OC(F)F | -0.01 | i
O=c1c(-c2nc3ccccc3s2)cccn1Cc1ccccc1 | 0.15 | i
COc1ccc(/C=N\NC(=O)c2cccc(Br)c2)c(OC)c1 | 0.3 | i
C=CCn1c(NS(=O)(=O)c2ccccc2)c(S(=O)(=O)c2ccc(C)cc2)c2nc3ccccc3nc21 | -0.53 | i
CC(=O)c1ccc(OCC(O)CN2CCN(Cc3ccccc3)CC2)cc1 (stereo unspecified) | -0.4 | i
O=C(NCc1nnc(SCC(=O)N2CCCCCC2)o1)c1ccc(F)cc1 | -0.54 | i
CCC(CC)c1nnc(NC(=O)CS(=O)(=O)c2ccccc2)s1 | 0.22 | i
CCOc1ccc(N2C(=O)CC(SC(=NC)Nc3cccc(OC)c3)C2=O)cc1 (stereo unspecified) | 0.19 | i
O=C1CC(c2cccc(Cl)c2)CC(O)=C1C=Nc1ccccc1 (stereo unspecified) | -0.63 | i
Cc1ccc(C(c2sc3nc(C)nn3c2O)N2CCN(CCO)CC2)cc1 (stereo unspecified) | 0.93 | i
CC(C)CCNC(=O)C1CCC(CNS(=O)(=O)c2ccc(Cl)cc2)CC1 (stereo unspecified) | 0.53 | i
C=C1c2cc(C)ccc2NC(=O)N1c1ccc(C)cc1 | 0.53 | i
CN(C)/C=C(\C#N)S(=O)(=O)C(C)(C)C | 1.62 | i
Cc1nc(CS(=O)(=O)c2ccccc2)cc(N2CCN(c3ccccc3F)CC2)n1 | -0.23 | i
Cc1ccc(SCCC(=O)Nc2ccccc2Br)cc1 | -0.6 | i
CCOC(=O)c1cccc(NC(=O)CN(c2ccc(OC)cc2)S(=O)(=O)c2c(C)noc2C)c1 | -0.12 | i
CS(=O)(=O)c1ccc(Cl)c(S(=O)(=O)NCc2ccccc2)c1 | -0.13 | i
Cc1ccc(C)c(NC(=S)Nc2cccc3cnccc23)c1 | -0.37 | i
COc1cc(/C=N/n2cnnc2)ccc1OC(=O)c1cccnc1 | 0.89 | i
CC(C)Oc1ccc(CNC(=O)CCCN2C(=O)C(c3ccccc3)Oc3cccnc32)cc1 (stereo unspecified) | 0.27 | i
Cc1coc2c1c(C)cc1oc(=O)c(CC(=O)N[C@@H](C)C(=O)O)c(C)c12 | -0.35 | i
CN1CCN(S(=O)(=O)c2cccc(C(=O)N(C)CC(=O)Nc3ccc(F)c(F)c3F)c2)CC1 | 3.37 | i
CC(=O)Nc1ccc(N2C(=O)CSC2c2ccccc2[N+](=O)[O-])cc1 (stereo unspecified) | 0.52 | i
CCOC(=O)c1sc(NC(=O)COc2ccc3c(c2)OCO3)nc1C | -0.9 | i
CN(C)C(=O)Nc1cnc2ccccc2c1 | -1.08 | i
COc1cccc(/C=N/NC(=O)c2cccc([N+](=O)[O-])c2)c1OS(=O)(=O)c1ccccc1 | 1.35 | i
CS(=O)(=O)N(CC(=O)N1CCc2ccccc2C1)c1cccc(F)c1 | -4.23* | i
Cc1cccc(NC(=O)COc2coc(CN3CCc4ccccc4C3)cc2=O)c1 | -0.14 | i
COc1ccc(N(CC(=O)N/N=C/c2cccnc2)S(=O)(=O)c2ccccc2)c(OC)c1 | 1.09 | i
Oc1ccc(C=NC2CCCCC2)cc1 | -0.07 | i
O=C(CCSc1nc2cc(Cl)ccc2o1)N1CCOCC1 | -0.76 | i

Further compounds.
canonical_smiles | Kir21 block | KCNQ2 inh
O=C(Nc1ccc(C(=O)N2CCOCC2)cc1)Nc1cccc(Cl)c1 | -0.95 | i
Cc1c(C(=O)N(C)C)sc(NC(=O)c2cccc([N+](=O)[O-])c2)c1C#N | 0.83 | i
O=C(Cn1cnc2c(nnn2Cc2ccc(F)cc2)c1=O)NC1CCCC1 | 0.02 | i
COc1ccc(N(CC(=O)Nc2cc(C)ccc2C)S(=O)(=O)c2c(C)[nH]c(=O)[nH]c2=O)cc1 | 0.79 | i
Cc1cc(C(F)(F)F)nc(SCC(=O)NC2CC3CCC2C3)n1 (stereo unspecified) | -1.77 | i
O=C(CSc1nc(-c2ccccc2)cc(C(F)(F)F)n1)NCCN1CCOCC1 | -0.06 | i
CNc1ccccc(-c2ccc3cc4c(cc3n2)OCO4)c1=O | -1.02 | i
O=C(NCc1ccco1)c1ccc2ccccc2n1 | 2.05 | i
O=C(Nc1nc(-c2ccccc2)cs1)c1ccccc1NS(=O)(=O)c1ccc(F)cc1 | -0.8 | i
COc1cc(OC)cc(C(=O)NCC2CCCN(C(=O)c3csc(C(C)C)n3)C2)c1 (stereo unspecified) | 0.96 | i
COc1cc2[nH]c(C(=O)NCc3ccccc3)cc2c(OC)c1OC | -6.3* | i
CC(C)C(=O)Nc1cc(S(=O)(=O)Nc2ccc(Cl)cc2)ccc1Cl | -2.78 | i
O=[N+]([O-])c1ccc(-c2csc3[n+]2CCS3)cc1 | -0.5 | i
c1ccc(-c2ccc(-c3csnn3)cc2)cc1 | 1.06 | i
Cc1ccc(S(=O)(=O)Nc2cccnc2)c(C)c1C | -0.38 | i
COCCn1c(SCC(=O)Nc2sc(C)c(C)c2C#N)nnc1C(C)C | 0.02 | i
Fc1ccccc1Cn1nnc2c(-n3ccnc3)ncnc21 | -1.15 | i
O=C(NCCSCc1c(F)cccc1Cl)c1ccc(CN2CCOCC2)cc1 | -0.36 | i
CC(=O)NC1(c2cccc(F)c2)CCN(CC(=O)NC(C)C)CC1 | -1.79 | i
COCCNC(=O)Cn1cnc2c(cnn2-c2ccc(OC)cc2)c1=O | -1.25 | i
O=C(CNS(=O)(=O)c1ccc([N+](=O)[O-])cc1)N/N=C/c1ccc(O)cc1O | -0.13 | i
CC1(C)NC(=O)N(CCOc2ccc([N+](=O)[O-])cc2)C1=O | 0.42 | i
CC(=O)Nc1cc(N2C(=O)CCC2=O)ccc1Cl | 2.66 | i
Cc1ccc(S(=O)(=O)Nc2ccc(O)c3ncccc23)cc1 | -2.34 | i
Cc1ccc(OCc2nnnn2-c2ccccc2)cc1 | -1.51 | i
CC(C)(C)NC(=O)CN(C(=O)CSc1nnc(COc2ccccc2)o1)c1cccc(F)c1 | 0.36 | i
Cc1ccc(NCc2ccc(O)c3ncccc23)cc1C | 0.15 | i
O=C(Nc1ccc(F)cc1)N(Cc1cccs1)Cc1cc2cc3c(cc2[nH]c1=O)OCO3 | -1.12 | i
C=CCC(O)(CC=C)CNC(=O)C1CCC(=O)N(CCCc2ccccc2)C1 (stereo unspecified) | -0.22 | i
COC(=O)c1cc2c(C(F)(F)F)nn(C)c2s1 | 0.67 | i
CCCCNC(=S)N(Cc1ccco1)Cc1cc2cc3c(cc2[nH]c1=O)OCCO3 | -0.89 | i
COc1ccc(CNC(=O)COC(=O)c2ccccc2OCC(=O)Nc2ccc(SC(F)F)cc2)cc1 | -0.06 | i
Cc1ccc(NC(=O)CSc2nc(=O)n(CCN3CCOCC3)c3c2CCCC3)cc1 | -0.85 | i
O=C(Cn1ncc(Cl)c(Cl)c1=O)N1CCOCC1 | 0.71 | i
O=C(NC(=S)N1CCOCC1)C12CC3CCC(CC(C3)C1)C2 | 1.26 | i
O=S(=O)(NCC(c1cccnc1)N1CCOCC1)c1cccs1 (stereo unspecified) | 1.1 | i
COc1cc(/C=C(\C#N)C(=O)N2CCc3ccccc32)ccc1O | -0.31 | i
CCC(=O)N1CCc2cc(Br)cc(S(=O)(=O)CCC(=O)NCc3ccco3)c21 | 0.27 | i
Nc1ccc(-c2nc3c(ccc4ccccc43)[nH]2)cc1 | 0.07 | i
CC1CN(c2ccccc2)CCN1Cc1nc(Cc2ccccc2)no1 (stereo unspecified) | 0.18 | i
CC(C)(C)c1ccc(OCC(=O)Nc2ccc3c4c(cccc24)C(=O)NC3=O)cc1 | -0.16 | i
O=C(c1ccc(-n2nc(C(F)(F)F)c3c2CCCC3)cc1)N1CCOCC1 | -1.73 | i
O=C(Nc1cc([N+](=O)[O-])ccc1C(=O)NCCN1CCOCC1)c1ccccc1 | 0.56 | i
NC(=O)Cc1ccc(Nc2nnc(-c3ccccc3)c3ccccc23)cc1 | 0.71 | i
Cc1cc(C)c2c(N)c(C(=O)N/N=C/c3cccnc3)sc2n1 | -1.25 | i
CC(=O)OCCCCCCCCCCC[N+]1(C)CCCCC1 | -1.46 | i
COc1ccc(-c2nn(-c3ccccc3)cc2/C=C/C(=O)N2CCN(c3ccccn3)CC2)cc1 | 0.67 | i
O=C(CCCCn1c(=O)[nH]c2ccccc2c1=O)N1CCN(c2cccc(C(F)(F)F)c2)CC1 | 0.02 | i
Cn1c(NC(=O)/C=C/c2c(F)cccc2Cl)cc(=O)n(C)c1=O | -0.13 | i
COCCNC(=O)C(C)OC(=O)c1cc2occc2n1C (stereo unspecified) | -1.15 | i
COc1ccc(NC(=S)N(CCc2c(C)[nH]c3ccc(C)cc23)Cc2ccco2)cc1 | -0.05 | i
O=C(NC1CCCCCCC1)C1=COCCO1 | 1.06 | i
O=C(Cn1c(=O)c(=O)n(Cc2ccccc2)c2ccc(Cl)cc21)Nc1ccc(F)cc1F | 0.38 | i
COc1cccc(C2CC(=O)Nc3c2c(=O)[nH]c2ncnn32)c1 (stereo unspecified) | -1.52 | i
Cc1ccc(C)c(S(=O)(=O)N2CCN(C(=O)CSC(=S)N3CCCC3)CC2)c1 | 0.01 | i
CC1(c2ccc(Cl)cc2)NC(=S)N2C1NC(=S)N2c1ccccc1 (stereo unspecified) | 1.21 | i
O=C(CN1C(=O)C2C3C=CC(C3)C2C1=O)NCCc1ccccc1 (stereo unspecified) | -0.52 | i
Cc1ccc(/C=N/Nc2ccnc3cc(Cl)ccc23)c(C)c1 | 1.83 | i
CC(C)C(=O)Nc1cccc2nsnc12 | 0.1 | i
CN(CC(=O)NNC(=O)CNC(=O)c1ccccc1Cl)S(=O)(=O)c1ccc(Cl)cc1 | 2.16 | i
C=CCSc1nccc(-c2cc(Cl)sc2Cl)n1 | -1.41 | i

Gathered by group, the entries above with a CF3 group
canonical_smiles | Kir21 block | KCNQ2 inh
CCCN1C(=O)C(NS(=O)(=O)c2ccc(N)cc2)(C(F)(F)F)C(C(=O)OC)=C1C (stereo unspecified) | 2.02 | i
Cc1cc(C(F)(F)F)nc(SCC(=O)NC2CC3CCC2C3)n1 (stereo unspecified) | -1.77 | i
O=C(CSc1nc(-c2ccccc2)cc(C(F)(F)F)n1)NCCN1CCOCC1 | -0.06 | i
COC(=O)c1cc2c(C(F)(F)F)nn(C)c2s1 | 0.67 | i
O=C(c1ccc(-n2nc(C(F)(F)F)c3c2CCCC3)cc1)N1CCOCC1 | -1.73 | i
O=C(CCCCn1c(=O)[nH]c2ccccc2c1=O)N1CCN(c2cccc(C(F)(F)F)c2)CC1 | 0.02 | i

Screens from PubChem.
